# Fam108B counter = Fam108B inhibition, counter-screen for RBBP9 inhibitors. inhibition, % at 9.51 µM. actives 0.33% (n = 300,000). recombinant Fam108B, FP-Rh probe fluorescence polarization;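 active = inhibition above the screen mean inhibition plus 3 SD, computed separately per campaign, cut at about 18% in these data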;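 note: inhibitors lower polarization as less probe binds the enzyme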
# GLD-1 TGE inh = GLD-1-TGE RNA interaction inhibition (C. elegans); AID 2280; inhibition, % at 5.96 µM; purified GLD-1 + fluorescein TGE RNA, fluorescence polarization; actives 0.44% (n = 320,000);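 active = percent inhibition above a per-plate cutoff, the plate mean of test compounds plus 3 SD, cut at about 30% in these data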;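 note: 0% = DMSO wells with GLD-1 and probe and 100% = wells lacking GLD-1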
# PAD4 inh = PAD4 (human) enzyme inhibition; inhibition, % at 6.36 µM; recombinant PAD4, RCA probe fluorescence polarization; actives 0.41% (n = 330,000);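 active = percent inhibition above a cutoff equal to the mean of all tested compounds plus 3 SD, cut at about 15% in these data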;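 note: 0% = PAD4 with RCA probe and DMSO and 100% = probe without PAD4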
# TPT1 inh = inhibitors of Candida albicans tRNA 2'-phosphotransferase TPT1. recombinant caTPT1, FP RNA substrate dephosphorylation. inhibition, % at 5 µM. actives 0.81% (n = 300,000). AID 1962;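 active = inhibition above the mean of all tested compounds plus 3 SD, set per screening campaign, cut at about 24% in these data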;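 note: plate controls were DMSO alone for no effect and ferristatin control at 100 nM for full effect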
# PME-1 primary = blocks human protein phosphatase methylesterase 1; actives 0.53% (n = 320,000); inhibition, % at 5.9 µM; AID 2130; recombinant PME-1, FP-Rh probe fluorescence polarization;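 active = inhibition above the campaign mean of all compounds plus 3 SD, cut at about 26% in these data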;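 note: competitive labeling of PME-1 active site by serine hydrolase directed probe; 0% = PME-1 with DMSO and 100% = wells lacking PME-1 enzyme; inhibitors block probe labeling so polarization falls and inhibition rises; many of its hits are not listed in these tables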
# Bcl-xL primary = blocks human Bcl-xL binding to Bim BH3 peptide; Q07817; GST-Bcl-xL / FITC-Bim BH3 peptide fluorescence polarization; inhibition, % at 10.9 µM; actives 0.7% (n = 320,000);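 active = inhibition above the mean of all tested compounds plus 3 SD, cutoff set per campaign, cut at about 30% in these data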;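 note: 0% = DMSO wells and 100% = unlabeled Bim-BH3 peptide competitor; inhibitors lower millipolarization by displacing the labeled peptide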
# Target sequence (Q07817 whole entry, looked up): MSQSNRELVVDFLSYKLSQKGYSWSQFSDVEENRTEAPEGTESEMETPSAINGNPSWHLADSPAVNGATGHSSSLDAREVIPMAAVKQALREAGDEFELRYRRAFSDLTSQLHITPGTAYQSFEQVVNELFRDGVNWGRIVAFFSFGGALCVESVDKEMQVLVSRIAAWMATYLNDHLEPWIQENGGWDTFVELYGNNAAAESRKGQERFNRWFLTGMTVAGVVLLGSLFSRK
# GSTO1 counter = GSTO1 inhibition, counter-screen for RBBP9 inhibitors; P78417; actives 1.1% (n = 300,000); inhibition, % at 5.96 µM; AID 1974; recombinant GSTO1, activity-based probe fluorescence polarization;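 active = inhibition above the campaign mean inhibition plus 3 SD, cut at about 35% in these data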;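 note: 0% = GSTO1-1 with DMSO and 100% = wells lacking GSTO1-1 enzyme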
# MCL1 BIM primary = inhibitors of human MCL1 binding to BIM-BH3 peptide; AID 2057; GST-MCL1 / FITC-Bim-BH3 fluorescence polarization; actives 0.68% (n = 320,000); inhibition, % at 10.9 µM;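 active = inhibition above the mean inhibition of all tested compounds plus 3 SD, set per campaign, cut at about 40% in these data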;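 note: 0% = DMSO wells and 100% = unlabeled Bim-BH3 peptide control; higher means more loss of mP so more displacement of Bim peptide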
# Target sequence (Q07820 whole entry, looked up): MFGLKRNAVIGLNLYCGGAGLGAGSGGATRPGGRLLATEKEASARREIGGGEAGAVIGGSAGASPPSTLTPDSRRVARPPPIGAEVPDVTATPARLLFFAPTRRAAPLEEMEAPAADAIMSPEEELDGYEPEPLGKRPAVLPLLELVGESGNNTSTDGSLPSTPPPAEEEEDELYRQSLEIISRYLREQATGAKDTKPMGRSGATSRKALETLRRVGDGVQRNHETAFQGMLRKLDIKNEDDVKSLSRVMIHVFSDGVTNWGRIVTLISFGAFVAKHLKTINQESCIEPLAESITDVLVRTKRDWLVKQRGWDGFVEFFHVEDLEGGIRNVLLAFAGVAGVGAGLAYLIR
# MEX-5 binding = C. elegans MEX-5 TCR-2 RNA binding activity | Q9XUB2 | MEX-5/FITC-TCR2 RNA binding, fluorescence polarization; hits give low values | activity score (negative = inhibition of binding), % at 10 µM | actives 0.38% (n = 300,000);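 active = inhibition past about -25% in most replicates, and total fluorescence under double the plate's negative control median, limit read from the data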;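 note: 0% = DMSO and -100% = 5 µM competing unlabeled TCR2 RNA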
# Target sequence (Q9XUB2 whole entry, looked up): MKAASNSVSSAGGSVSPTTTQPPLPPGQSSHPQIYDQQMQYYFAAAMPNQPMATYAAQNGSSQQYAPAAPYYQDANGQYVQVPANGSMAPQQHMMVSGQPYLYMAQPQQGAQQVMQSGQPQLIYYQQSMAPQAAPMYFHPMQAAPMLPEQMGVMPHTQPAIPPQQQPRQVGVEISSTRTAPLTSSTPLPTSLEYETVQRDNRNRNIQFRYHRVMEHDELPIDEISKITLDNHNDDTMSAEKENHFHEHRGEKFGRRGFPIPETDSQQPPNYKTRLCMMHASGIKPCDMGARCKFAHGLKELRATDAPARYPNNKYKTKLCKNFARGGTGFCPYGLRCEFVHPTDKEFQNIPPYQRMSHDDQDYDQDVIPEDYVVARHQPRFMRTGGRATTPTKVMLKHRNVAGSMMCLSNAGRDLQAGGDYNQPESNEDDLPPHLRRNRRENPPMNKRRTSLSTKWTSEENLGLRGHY
# The depositor's hits bear a star; . = not tested or not shown. These rows are one share of the data; the hit share may differ from the screen's.
no.	SMILES	Fam108B counter	GLD-1 TGE inh	PAD4 inh	TPT1 inh	PME-1 primary	Bcl-xL primary	GSTO1 counter	MCL1 BIM primary	MEX-5 binding
1	O=c1[nH]c(SCc2nc3ccccc3c(=O)n2-c2ccccc2C(F)(F)F)nc2ccccc12	-6	6	1	2	-3	2	-13	-9	1.7
2	COc1ccc(-c2noc(CSc3nnc(CCc4ccccc4)n3-c3ccccc3)n2)cc1OC	7	-5	1	-7	9	-4	0	-6	1.6
3	O=S(=O)(Nc1ccc(C(F)(F)F)cc1)c1cnc[nH]1	7	-4	3	-1	-6	7	2	8	-2.9
4	CCOc1ccc(S(=O)(=O)N(C)c2ccc(OCC(=O)NCC3CCCO3)cc2)cc1 (configuration not stated)	4	-3	0	-1	1	1	0	-4	-1.3
5	COc1ccc(CCNC(=O)C2CCCN(S(C)(=O)=O)C2)cc1 (configuration not stated)	5	10	2	-2	-2	11	7	10	-2.4
6	O=C1C(Oc2ccccc2)C(c2cccs2)N1Cc1ccc2c(c1)OCO2 (configuration not stated)	-2	8	1	-1	4	6	1	-1	0.7
7	O=C(NCc1ccccc1Cl)c1ccc2c(=O)n(CC3CCCO3)c(=S)[nH]c2c1 (configuration not stated)	-4	5	-1	0	0	0	14	0	-0.6
8	Cc1ccc(S(=O)(=O)N2CCCCC2)cc1C(=O)NCCc1ccccc1	-1	6	-1	0	9	-2	0	-6	1.1
9	O=C(NCc1cccs1)c1cc(-c2ccccc2)nc2ccccc12	-3	1	-3	-1	-2	-1	-4	5	3.0
10	COc1ccc(-c2nnc3ccc(SCC(=O)Nc4nccs4)nn23)cc1OC	2	2	4	-3	2	5	5	15	0.8
11	COc1cc2c(cc1OC)C(c1ccc(SC)cc1)CC(=O)N2 (configuration not stated)	1	-3	5	3	0	-4	6	-6	-1.2
12	CCN(CC)CCCN(Cc1cc2cc3c(cc2[nH]c1=O)OCO3)C(=S)Nc1ccccc1	-2	-2	-2	-1	-1	6	4	7	-0.6
13	COc1ccc(C(CC(=O)Nc2ccc(C)cc2)NC(=O)C(F)(F)F)cc1 (configuration not stated)	-5	1	-7	4	5	4	-1	7	1.3
14	COc1ccccc1C1CC(c2ccc(NS(C)(=O)=O)cc2)=NN1S(=O)(=O)c1ccccc1 (configuration not stated)	0	0	-10	-2	8	11	6	2	0.8
15	COc1ccc(C(=O)N2CCCC(c3nc(-c4ccc(OC)c(OC)c4)no3)C2)c(OC)c1 (configuration not stated)	-3	-1	-5	-2	10	-3	-2	5	-0.4
16	Cc1ccc(S(=O)(=O)c2ncccc2N)cc1	1	2	-2	-4	-1	3	10	2	0.6
17	Cc1ccc2ccc(S(=O)(=O)n3nc(C)cc3C)cc2c1	-5	-2	0	1	6	2	-2	4	-1.7
18	CCCC(=O)N1CCN(c2ccc(NC(=O)c3ccccc3)cc2)CC1	-3	-3	1	4	-3	-3	-2	-3	-0.4
19	COc1ccc(NC(=O)CSCC(=O)N2CCCc3ccccc32)cc1	-3	4	-2	-2	1	1	1	2	1.4
20	COCCN(C(=O)CC1OC(=O)c2ccccc21)c1c(N)n(Cc2ccccc2)c(=O)[nH]c1=O (configuration not stated)	.	5	-3	.	8	-2	.	-10	.
21	CCOC(=O)c1c(C)c(C#N)c2c3ccccc3ccn12	-4	-3	-6	6	-3	5	4	10	-0.3
22	Cn1c(=O)oc2cc(S(=O)(=O)N3CCC(C(=O)N4CCc5ccccc5C4)CC3)ccc21	0	-4	2	3	-5	-2	1	-2	1.1
23	COc1ccc(C(=O)Nc2ccc3[nH]ccc3c2)cc1	3	-5	-3	-1	-7	2	2	-1	-0.8
24	Cc1nnc(Sc2c(-c3ccccc3)c3ccc(Cl)cc3[nH]c2=O)s1	1	-6	2	0	0	3	2	-7	-1.1
25	O=C1NC2=C(C(=O)CCC2)C(c2ccccc2[N+](=O)[O-])N1 (configuration not stated)	1	24	6	-27	2	51*	17	51*	-10
26	Cc1c([N+](=O)[O-])cc(C(=O)Oc2cccc(C(=S)N3CCOCC3)c2)cc1[N+](=O)[O-]	3	-11	4	16	6	-5	10	-5	-0.9
27	CCCn1c(SCC(=O)Nc2ccc(Cl)cc2)n[nH]c1=O	6	6	3	-2	8	-2	7	-4	1.0
28	COC(=O)c1ccccc1SC1CC(=O)N(c2ccccc2)C1=O (configuration not stated)	3	6	6	-3	0	9	9	19	0.4
29	CCOc1ccc(C(=O)NC(C(=O)NCCc2ccc(OC(F)F)cc2)C(C)C)cc1 (configuration not stated)	5	-4	0	-2	2	5	8	4	0.0
30	CCOC(=O)CN1N=C(c2ccc(Cl)s2)CSC1=O	2	5	-1	0	2	2	1	5	-0.6
31	O=S(=O)(Cc1ccccc1)N1CCC(N2CCN(c3ccccc3)CC2)CC1	2	10	0	0	1	6	2	6	3.1
32	O=C(NCCCN1CCOCC1)c1cc(-c2ccc(O)cc2)on1	0	2	-3	-1	0	-2	2	-5	1.0
33	COCCN(CC(=O)Nc1cccc(C)c1C)C(=O)c1cc(-c2ccncc2)nc2ccccc12	.	12	-6	.	-1	9	.	3	.
34	CC(C)(C)C(=O)Nc1ccc(C(=O)NNC(=O)c2ccccc2)cc1	-2	3	9	-4	-8	0	4	-2	0.5
35	O=C1N/C(=C/c2ccc(N3CCCC3)cc2)C(=O)N1c1ccccc1	0	-23	-2	34*	1	-5	4	-24	-2.3
36	COC(=O)c1sc2nc(CN3CCN(c4cccc(C(F)(F)F)c4)CC3)[nH]c(=O)c2c1C	2	-5	-7	11	-3	-10	3	-22	-1.5
37	Cc1csc(OCc2ccc(C#N)cc2)n1	0	8	4	-1	0	7	6	7	-1.5
38	O=C(c1nc2ccc(Cl)cn2c1CN1CCC[C@H]1CO)N1CCCCCCC1	2	26	3	-7	-6	61*	-4	66*	-23
39	COc1ccc(OCC(=O)Nc2ccc3c(c2)nc(CCN2CCOCC2)n3C)cc1	0	6	-2	2	-5	2	2	0	-0.8
40	CCOC(=O)c1sc(-c2ccc(F)cc2)cc1N	0	-5	-8	3	14	-1	-9	-4	-0.3
41	CC(=O)c1cccc(NC(=O)CNC(=O)c2cc3ccccc3o2)c1	3	2	2	0	-1	0	0	-5	-1.2
42	COc1ccc(-c2cc(C(=O)N(C)CC(=O)Nc3ccccc3Cl)c3ccccc3n2)cc1OC	-1	3	0	-1	1	4	-2	4	2.8
43	CC(C)C(=O)N1CCN(c2ccccc2NC(=O)Cc2ccc(Cl)cc2)CC1	-3	3	1	-1	2	6	3	3	-1.7
44	Cc1cccc(OCCCC(=O)O)c1C	-5	0	-6	-3	1	5	1	7	0.0
45	CCOC(=O)C1(CCOC)CCN(CC(C)Cc2ccc3c(c2)OCO3)CC1 (configuration not stated)	-2	-3	-2	-1	-3	2	6	-4	0.6
46	CCCn1c(=O)c2[nH]cnc2n(-c2ccc(Cl)cc2)c1=O	0	-3	-3	0	9	0	7	0	1.4
47	O=C(COC(=O)/C=C/c1ccc(S(=O)(=O)N2CCOCC2)cc1)NC1CCCCCCC1	-4	-11	-4	2	-5	9	-3	7	1.0
48	Cc1cccc(N)c1-c1c(C)cccc1N	-1	5	-3	0	-5	-1	10	-8	-0.4
49	CC(C)(C)C(=O)Nc1ccc(C(=O)N/N=C/c2ccccc2OC(=O)c2ccc(Cl)cc2)cc1	-33	10	-1	0	-74	-6	-4	0	2.3
50	O=C(OCc1nc(-c2ccccc2Cl)no1)c1ccco1	.	3	-2	.	-3	0	.	-6	.

# Two entries drawn at random from those above, as already listed:
no.	SMILES	Fam108B counter	GLD-1 TGE inh	PAD4 inh	TPT1 inh	PME-1 primary	Bcl-xL primary	GSTO1 counter	MCL1 BIM primary	MEX-5 binding
47	O=C(COC(=O)/C=C/c1ccc(S(=O)(=O)N2CCOCC2)cc1)NC1CCCCCCC1	-4	-11	-4	2	-5	9	-3	7	1.0
49	CC(C)(C)C(=O)Nc1ccc(C(=O)N/N=C/c2ccccc2OC(=O)c2ccc(Cl)cc2)cc1	-33	10	-1	0	-74	-6	-4	0	2.3

# The listing continues:
no.	SMILES	Fam108B counter	GLD-1 TGE inh	PAD4 inh	TPT1 inh	PME-1 primary	Bcl-xL primary	GSTO1 counter	MCL1 BIM primary	MEX-5 binding
51	O=C1CC[C@@H](CN(Cc2ccccn2)Cc2nc(Cc3ccccc3)no2)N1	5	13	-2	-5	-3	5	8	-4	0.2
52	CCCOc1cc(C)c(S(=O)(=O)NC2CC(C)(C)NC(C)(C)C2)cc1C	1	3	-2	-1	5	6	4	13	2.4
53	CCOC(=O)Cn1c(=NC(=O)CC)sc2c(C)cc(C)cc21	0	-1	-4	-5	3	3	2	6	2.2
54	CCOc1ccc(S(=O)(=O)N2CCC(C(=O)N3CCN(c4ccccc4F)CC3)CC2)cc1C	4	2	-2	2	10	4	2	2	-2.7
55	C#CCOC(=O)c1ccccc1C(=O)N(CC)CC	3	2	-1	0	2	0	5	9	-0.6
56	O=C(O)C(Cc1c[nH]c2ccccc12)NS(=O)(=O)c1ccc(Cl)cc1 (configuration not stated)	1	6	1	-3	4	-6	6	0	-2.3
57	CNC(=O)[C@H](C)[C@@H]1C[C@@]1(C)[C@@H](NC(=O)OCc1ccccc1)c1ccccc1	-2	1	1	4	-5	4	9	-2	0.7
58	Cc1cccc(C(=O)N(Cc2ccc(C)o2)C2CCS(=O)(=O)C2)c1 (configuration not stated)	-5	4	0	2	2	3	0	4	2.5
59	CC(OC(=O)CC(NC(=O)c1ccccc1Cl)c1ccccc1)C(=O)Nc1cccc(Cl)c1Cl (configuration not stated)	2	4	-1	-1	-2	-5	7	-11	-0.8
60	COCCn1c(=S)[nH]c2cc(C(=O)N3CC(C)CC(C)C3)ccc2c1=O (configuration not stated)	1	-4	2	1	-7	-2	-4	-1	0.9

# Single records, as listed above. Values in the order: Fam108B counter, GLD-1 TGE inh, PAD4 inh, TPT1 inh, PME-1 primary, Bcl-xL primary, GSTO1 counter, MCL1 BIM primary, MEX-5 binding
# COc1ccc(C(CC(=O)Nc2ccc(C)cc2)NC(=O)C(F)(F)F)cc1 (configuration not stated) across the screens: -5, 1, -7, 4, 5, 4, -1, 7, 1.3
# CCCOc1cc(C)c(S(=O)(=O)NC2CC(C)(C)NC(C)(C)C2)cc1C across the screens: 1, 3, -2, -1, 5, 6, 4, 13, 2.4
# O=C(COC(=O)/C=C/c1ccc(S(=O)(=O)N2CCOCC2)cc1)NC1CCCCCCC1 across the screens: -4, -11, -4, 2, -5, 9, -3, 7, 1.0
# O=C1N/C(=C/c2ccc(N3CCCC3)cc2)C(=O)N1c1ccccc1 across the screens: 0, -23, -2, 34*, 1, -5, 4, -24, -2.3
# CCOc1ccc(C(=O)NC(C(=O)NCCc2ccc(OC(F)F)cc2)C(C)C)cc1 (configuration not stated) across the screens: 5, -4, 0, -2, 2, 5, 8, 4, 0.0

# Assay outcomes from PubChem BioAssay.
